APJ agonist – agonists of human apelin receptor APJ, primary screen, CHO-K1 cells, PathHunter beta-arrestin, luminescence | 330,000 compounds, 0.11% hits | 0% DMSO wells, 100% apelin | P35414 | activation, % at 20 µM;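 active = activation more than six SD over the plate average, tested at 20 µM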;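 also: 0% = DMSO alone and 100% = apelin-13 at 10 nM; some results filed as inactive read as strong as hits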
Target sequence (P35414 whole entry, looked up): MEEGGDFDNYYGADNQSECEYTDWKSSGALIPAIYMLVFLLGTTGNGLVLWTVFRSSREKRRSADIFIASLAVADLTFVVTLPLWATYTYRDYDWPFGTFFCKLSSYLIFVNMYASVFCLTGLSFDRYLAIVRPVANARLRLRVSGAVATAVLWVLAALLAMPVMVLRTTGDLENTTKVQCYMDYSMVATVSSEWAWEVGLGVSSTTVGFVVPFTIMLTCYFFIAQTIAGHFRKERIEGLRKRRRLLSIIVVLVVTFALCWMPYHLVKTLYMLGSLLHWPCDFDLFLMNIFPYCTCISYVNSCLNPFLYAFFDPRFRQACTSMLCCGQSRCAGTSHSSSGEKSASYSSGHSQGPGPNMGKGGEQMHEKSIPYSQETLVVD
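Test system – PathHunter CHO-K1 APJ (AGTRL-1) beta-arrestin reporter cells · Input – 1000 cells/well · Compound – single test compound dose, 20 µM final, 1% DMSO · Times – compound stimulation 90 min at 25 °C, detection 60 min · Technique – beta-gal luminescence · Read-out basis – APJ–arrestin association signal · Control set – negative DMSO alone, positive Apelin-13 at 10 nM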
Gli-Sufu block – Gli-Sufu pathway antagonists, primary screen, luciferase luminescence, Sufu-KO-LIGHT cells, uHTS. Sufu-KO-LIGHT fibroblasts, Gli luciferase reporter luminescence. inhibition, % at 5 µM. 340,000 compounds, 0.74% hits;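 active = inhibition above about 55%, limit read from the data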;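 also: 0% = DMSO-treated cells and 100% = wells with medium but no cells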
CCR6 antag – CCR6 receptor antagonists, primary screen, cell-based, CHO-K1, luminescence, beta-arrestin, uHTS | inhibition, % at 20 µM | 340,000 compounds, 0.49% hits | CHO-K1 CCR6 PathHunter beta-arrestin, CCL20-stimulated | AID 493098, 2011 | C-C chemokine receptor type 6 (Homo sapiens), P51684;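 active = compounds whose inhibition of the agonist-driven luminescence signal at 20 µM reaches about 50%, limit read from the data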;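 also: cells stimulated with CCL20 at 14 nM final; plate controls were DMSO with CCL20 for no effect and DMSO without agonist for full effect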
ATG4B inhibitor – ATG4B protease inhibitors, primary screen, biochemical, fluorescence, uHTS; Cysteine protease ATG4B (Homo sapiens), Q9Y4P1; ATG4B cleavage of LC3-PLA2, NBD-HPC fluorescence, 1 h; inhibition, % at 8.33 µM; 340,000 compounds, 0.51% hits; AID 504462, 2011; in the data active = inhibition above about 40%
Target sequence (Q9Y4P1 whole entry, looked up): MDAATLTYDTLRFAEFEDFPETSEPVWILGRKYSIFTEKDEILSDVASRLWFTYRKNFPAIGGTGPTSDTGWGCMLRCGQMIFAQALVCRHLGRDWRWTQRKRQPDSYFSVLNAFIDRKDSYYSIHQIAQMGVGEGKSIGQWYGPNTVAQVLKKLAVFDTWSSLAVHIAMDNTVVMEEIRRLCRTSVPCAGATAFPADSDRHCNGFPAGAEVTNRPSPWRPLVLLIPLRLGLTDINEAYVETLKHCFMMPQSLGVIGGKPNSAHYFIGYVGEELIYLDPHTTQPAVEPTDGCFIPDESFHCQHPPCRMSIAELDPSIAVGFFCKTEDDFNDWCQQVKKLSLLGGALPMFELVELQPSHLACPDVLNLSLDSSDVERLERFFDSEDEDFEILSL
UBC13 polyUb – UBC13 polyubiquitin chain formation inhibitors, primary screen, biochemical, TR-FRET, uHTS; Ubiquitin-conjugating enzyme E2 N (Homo sapiens), P61088; inhibition, % at 20 µM; 330,000 compounds, 0.47% hits; in the data active = inhibition above about 45%, passing the limit was not always enough
Target sequence (P61088 whole entry, looked up): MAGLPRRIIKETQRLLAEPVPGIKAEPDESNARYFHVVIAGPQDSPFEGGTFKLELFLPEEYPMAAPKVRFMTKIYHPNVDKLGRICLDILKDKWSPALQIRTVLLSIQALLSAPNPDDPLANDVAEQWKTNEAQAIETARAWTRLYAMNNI
APJ antag – antagonists of human apelin receptor APJ, primary screen, CHO-K1 cells, beta-arrestin complementation, luminescence; P35414; inhibition, % at 20 µM; 330,000 compounds, 0.32% hits; AID 2521, 2010;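 active = inhibition above about 40% at 20 µM, limit read from the data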;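 also: cells challenged with 10 nM apelin-13 agonist together with compound; plate controls were apelin-13 plus DMSO wells for no effect and DMSO wells lacking apelin-13 for full effect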
CXCR6 inh – CXCR6 receptor inhibitors, primary screen, cell-based, beta-arrestin, luminescence, CHO-K1 PathHunter, 1536-well | C-X-C chemokine receptor type 6 (Homo sapiens), O00574 | inhibition, % at 20 µM | 360,000 compounds, 0.36% hits; in the data active = inhibition above about 34%, passing the limit was not always enough;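 also: antagonist mode with CXCL16 agonist at 10 nM final; 0% = 10 nM CXCL16 with DMSO and 100% = unstimulated wells without agonist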
EBI2 antag – EBI2 receptor antagonists, beta-arrestin recruitment, primary screen, cell-based, luminescence, 7a,25-OHC stimulation, uHTS. G-protein coupled receptor 183 (Homo sapiens), P32249. 7a,25-OHC stimulated. inhibition, % at 5 µM. 360,000 compounds, 0.81% hits; in the data active = inhibition above about 38%;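 also: enzyme fragment complementation signal reports receptor beta-arrestin coupling in cells; 0% = agonist plus DMSO wells and 100% = wells without agonist; some results beyond the cut were filed as inactive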
The depositor's hits bear a star; x = not tested or not shown; & = joins results of further samples.

SMILES	APJ agonist	Gli-Sufu block	CCR6 antag	ATG4B inhibitor	UBC13 polyUb	APJ antag	CXCR6 inh	EBI2 antag
Cc1cc(C)cc(NC(=S)NCc2cccnc2)c1	0	-5	3	-10	0	-7	2	1
O=C(NCC(=O)N1CCC(Cc2ccccc2)CC1)c1ccc(Cl)cc1	4	-6	7	-3	9	12	-4	4
CCc1ccc(NC(=O)[C@H](Cc2c[nH]c3ccccc23)NC(=O)[C@@H]2Cc3ccccc3CN2)cc1	-4	-17	11	-19	12	0	8	-7
Cc1ccc(N=C2NC(=O)/C(=C/C=C/c3ccco3)S2)cc1	x	-29	20	31	x	x	14	3
Cc1csc(NC(=O)CSc2ccc3nnc(-c4ccncc4)n3n2)n1	-1	-4	11	-1	-8	8	1	-13
CC(=O)Nc1ccc(S(=O)(=O)N2CCN(c3nnnn3-c3ccccc3)CC2)cc1	-1	-20	-6	5	-1	4	-10	-5
CN1CCN(Cc2nc(-c3cccs3)no2)CC1c1ccccc1 (configuration not stated)	-4	-1	10	11	1	9	-4	4
CCOC(=O)N1CCN(C(=O)C2CC(=O)N(c3ccc(OC)cc3)C2c2ccc(OC)cc2)CC1 (configuration not stated)	-5	16	-5	4	-3	13	-7	5
COc1cccc(NC(=O)Cn2cc3c(n2)CCCCC3)c1	-3	1	8	-8	3	6	3	0
Cc1cccc(/C=N/NC(=O)c2ccc(F)cc2)n1	-2	-12	34	-3	-3	24	16	-2
COC(=O)c1ccc(Cl)c(NC(=O)CN2CCN(Cc3ccccc3)CC2)c1	-3	7	4	3	2	11	-15	6
Cc1nc(C)c(-c2ccc(SCC(=O)Nc3cccc(Cl)c3C)nn2)s1	4	3	-7	36	2	-11	-8	1
Cc1ccc(C2=NOC(C)(c3nnc(-c4ccc(Cl)cc4)o3)C2)cc1 (configuration not stated)	-2	5	10	-5	14	7	3	4
CCC1Sc2ccc(S(=O)(=O)CCC(=O)Nc3ccc(C(=O)OC)cc3)cc2NC1=O (configuration not stated)	-2	-1	3	-13	-4	18	-18	-4
Cc1ccsc1/C=C(\CC(=O)O)c1nc2ccccc2o1	15	-88	4	4	-6	-6	3	7
O=C(COc1ccccc1Cl)Nc1cccc(S(=O)(=O)N2CCCC2)c1	1	-2	24	6	-1	-6	-5	5
O=C(Cn1nc(C(F)(F)F)c2c1CCC2)NCc1ccc(F)cc1	-3	4	-2	18	0	19	12	-1
COc1cc2cc(Oc3ccc4ccc(=O)oc4c3)c(=O)oc2cc1OC(=O)/C=C/c1ccccc1	7	19	17	0	-19	24	8	-7
COc1cccc(-c2nnc3n2N=C(c2cccc(Br)c2)CS3)c1	-4	3	4	-5	5	18	-10	8
O=C(CN1CCN(S(=O)(=O)c2cccs2)CC1)N1CCCCC1	0	1	-1	-9	0	17	-3	-13
O=C1CC(c2ccccc2)CC2=C1C=Nc1ccccc1N2 (configuration not stated)	2	21	-8	30	-7	15	8	53*
OC(CNCCc1ccc(C(F)(F)F)cc1)COC(c1ccccc1)c1ccccc1 (configuration not stated)	-1	10	60*	-6	37	-27	32	20
COC(=O)c1sccc1NC(=O)c1c(C)c(-c2cccc(Cl)c2)nc2ccccc12	-2	-9	17	-5	-4	1	8	-7
COC(=O)c1sccc1NC(=O)CSc1ccccc1NS(=O)(=O)c1ccc(Cl)cc1	2	7	2	3	-17	-4	-2	7
CCCCN(S(=O)(=O)c1ccccc1)S(=O)(=O)c1ccccc1	-6	1	27	0	4	17	15	5
Cc1nc2sc(C(c3ccco3)N3CC(C)OC(C)C3)c(O)n2n1 (configuration not stated)	-2	2	5	-13	-11	8	-3	-3
Cc1ccc(OCCCN2C(=O)C(=O)c3cccc(C)c32)cc1	-10	-1	57*	11	-12	38	19	8
CC(C)(C)OC(=O)NCCc1nnc(SCc2ccc(Cl)cc2Cl)o1	-2	9	7	3	-1	-2	-5	4
Cc1ccc(NC(=O)CN(C)C(=O)C(c2ccccc2)c2ccccc2)cc1	-2	-13	10	-2	-7	-3	8	11
COc1ccccc1Nc1nnc(SCC(=O)N2CC(=O)Nc3ccccc32)s1	-1	-22	-2	-10	-10	1	-8	-3
COc1cccc(C2C(=O)c3ccccc3C2=O)c1	-7	-12	15	5	-6	13	8	6
COc1ccccc1C(=O)NCCC(=O)N1CCN(C(C)=O)CC1	12	-6	9	-1	-2	-7	5	-7
Fc1cccc(CCN2C(=S)NC[C@@H]2CC2CCCCC2)c1	-8	6	14	-4	8	-13	-5	26
CCOC(=O)c1cccc(NC(=O)C2(S(=O)(=O)c3ccc(Cl)cc3)CC2)c1	3	-3	23	-2	-12	-2	-12	-6
COc1ccc(NC(=O)CN(C)C(=O)c2cccc(Oc3ccccc3)c2)cc1	-4	-5	7	2	-1	13	8	-17
Cc1c(Cl)c(-c2n[nH]c(=S)n2-c2ccc(F)cc2)nn1C	0	1	17	-4	10	0	7	8
Nc1nc(N)nc(-c2cc([N+](=O)[O-])ccc2O)n1	-1	-20	-4	5	-11	-2	0	-11
C=CCn1c(COc2ccccc2)nnc1SCC(=O)N/N=C/c1cc(Cl)ccc1O	3	1	-8	9	-5	12	-4	-6
Cc1ccc(NC(=O)CSc2nnc(NC(=O)C(C)C)s2)c(C)c1	-7	-3	23	5	6	7	0	-1
CSc1ncc2c(n1)-c1cc(C)ccc1SC2	0	3	6	-6	6	-1	2	3
Cc1ccc(NC(=O)CC2S/C(=N/c3nccs3)N(C)C2=O)cc1C (configuration not stated)	-5	-3	2	-6	-2	22	-4	-8
CCCCn1c(CNC(C)=O)nc2ccccc21	-3	4	4	-5	-7	2	-8	-1
NS(=O)(=O)c1ccc(N2N=C(c3ccccc3)CC2c2ccccc2Br)cc1 (configuration not stated)	x	4	21	-3	x	x	-5	10
C=CCn1c(-c2cc(-c3ccc(C)cc3)nc3ccccc23)n[nH]c1=S	-2	2	1	-3	-15	-21	19	3
CS(=O)(=O)c1ccc2nc(NC(=O)CCS(=O)(=O)c3ccccc3)sc2c1	-5	-2	2	-23	-6	5	-7	-1
N=C(N)N=Nc1c(O)[nH]c2ccc(Br)cc12	-2	25	19	0	-33	13	10	2
O=C(CN1C2=NCCN2c2ccccc21)c1ccc(Br)s1	-3	10	5	-9	10	8	7	2
Cc1cccc(-c2noc(CNC(=O)c3ccoc3C)n2)c1	4	-4	-7	4	3	-31	9	6
COc1ccc(NC(=O)C2CCCN2C(=O)NC2CCCCC2)cc1OC (configuration not stated)	-4	-24	12	17	-1	11	3	1
CCc1ccc(CNC(=O)C2CCCN(c3nnc(C)c4c(C)n(-c5ccccc5)nc34)C2)cc1 (configuration not stated)	-2	49	-9	-4	25	20	15	1
Cc1nc2nc[nH]n2c(=O)c1NC(=O)CC12CC3CC(CC(C3)C1)C2	-8&0	0&4	-5&-7	-5&-29	0&0	5&5	1&-1	4&-9
NC(=NCCc1c[nH]c2ccccc12)NS(=O)(=O)c1ccc2ccccc2c1	1	2	2	-17	13	-10	-2	3
CCOC(=O)C(Cc1ccccc1)C(=O)c1ccco1 (configuration not stated)	1	-3	6	-7	2	0	0	-11
CC(=O)c1ccc(N2C(=NC(=O)C3CCCCC3)SC3CS(=O)(=O)CC32)cc1 (configuration not stated)	2	-7	13	-8	-3	-3	-4	-2
Cn1nnc2cc(C(=O)Nc3cccnc3)ccc21	8	7	11	-6	-4	-5	0	5
O=C(CCCn1c(=O)oc2ccccc21)Nc1cccnc1	-1	-1	-4	-1	2	6	-1	-4
CCOc1ccccc1N1CCN(CC(=O)c2c(N)n(C)c(=O)n(C)c2=O)CC1	0	16	2	1	2	-25	2	-7
Cc1ccc(S(=O)(=O)NCc2cccnc2)s1	-3	1	-5	-8	-5	7	-5	0
COc1ccc(NC(=S)NCC(c2ccco2)N2CCCC2)cc1 (configuration not stated)	-5	11	8	-6	6	-1	11	-11
COc1ccccc1C(=O)Nc1c[nH]c(=O)[nH]c1=O	-5	-16	-12	3	-5	-6	-1	1

In the list so far, these contain a CF3 group.
SMILES	APJ agonist	Gli-Sufu block	CCR6 antag	ATG4B inhibitor	UBC13 polyUb	APJ antag	CXCR6 inh	EBI2 antag
O=C(Cn1nc(C(F)(F)F)c2c1CCC2)NCc1ccc(F)cc1	-3	4	-2	18	0	19	12	-1
OC(CNCCc1ccc(C(F)(F)F)cc1)COC(c1ccccc1)c1ccccc1 (configuration not stated)	-1	10	60*	-6	37	-27	32	20

Carrying on.
SMILES	APJ agonist	Gli-Sufu block	CCR6 antag	ATG4B inhibitor	UBC13 polyUb	APJ antag	CXCR6 inh	EBI2 antag
CCS(=O)(=O)N1CCN=C1SCc1cccc(F)c1	1	3	-4	0	-1	4	0	-2
CN(CC1COc2ccccc2O1)C(=S)Nc1ccccc1 (configuration not stated)	-5	-4	-1	-9	-1	-5	-3	-8
O=C1NC(NS(=O)(=O)c2ccccc2)(C(F)(F)F)C(=O)N1c1ccc(F)cc1 (configuration not stated)	-1	0	10	-6	6	12	-1	4
OC[C@H]1O[C@H](OCc2ccccc2)[C@H](O[C@@H]2OC[C@@H](O)[C@H](O)[C@H]2O)[C@@H](O)[C@@H]1O	-2	7	8	-5	2	8	-3	-8
COc1ccc(S(=O)(=O)Nc2ccccc2C(=O)N2CCCCC2)cc1C	-4	-3	-5	-1	-2	-10	0	9
Cc1ccc(NC(=S)N(CCN(C)C)Cc2cc3cc(C)ccc3[nH]c2=O)cc1	0	16	8	5	11	-9	2	-8
Cc1ccc(Nc2nc(-c3ccccc3)cs2)nc1	2	-100	-50	2	-2	-33	-15	11
Cn1cc(CN(Cc2ccccn2)C[C@@H]2CCC(=O)N2)c(-c2ccccc2F)n1	-3	3	-4	-1	2	18	-2	2
COc1cc(S(=O)(=O)N(Cc2cccnc2)Cc2cccc(OC)c2OC)ccc1-n1cnnn1	0	12	9	-4	18	-9	4	-3
O=C(NC1CC1)C1=C[C@H](c2ccc(C(F)(F)F)cc2)C[C@H](OCc2ccc(CO)cc2)O1	8	2	-2	-3	2	-18	-8	2
CC(=O)Oc1cc2oc(=O)cc(C)c2cc1OC(C)=O	1	7	4	9	-72	-4	4	4
COc1ccc(OC)c(NC(=O)Nc2cc(NC(=O)Nc3cc(OC)ccc3OC)c(C)nc2C)c1	0	1	3	7	-9	6	-3	-11
O=S(c1ccc2ccccc2c1)c1cnns1 (configuration not stated)	0	-25	9	3	8	40	14	12
O=C(O)C1CCN(S(=O)(=O)c2ccc3c(c2)OCCCO3)CC1	2	5	-5	-3	-6	7	-4	1
CC(C)[C@H](NC(=O)c1ccccc1)C(=O)OCC(=O)Nc1ncc(Cl)cc1Cl	-6	1	9	-3	-34	7	4	-3
COC(=O)c1sc2nc(SCC(=O)N(C)c3ccccc3)n(N)c(=O)c2c1C	1	15	-3	-11	-5	5	-4	17
CCN(C(=O)Cn1c(=O)oc2cc(S(=O)(=O)N3CCCC3)ccc21)c1ccc(OC)cc1	-3	5	-2	0	-6	0	3	-7
COc1cc(C)ccc1OCC(=O)NCC1CCCO1 (configuration not stated)	-2	-6	2	3	2	-1	0	-1
Nc1ccc2oc(CCc3ccccc3)nc2c1	-3	-94	1	-9	-4	5	2	9
